Screens as filed in PubChem.
Eya2 inh = inhibitors of human Eya2 phosphatase activity; O00167; recombinant Eya2, OMFP fluorescence dephosphorylation (OMFP is methylfluorescein phosphate); Potency, µM (titrated, usually from 76.9 µM), for inactives: at the highest dose activity, negative = inhibition, hits mostly inhibitors; actives 0.006% (n = 330,000); AID 488837; further: potency means the concentration at half of the fitted maximal effect; on the % scale 0 is the no-effect control and ±100 the full control effect
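Eya2 (0.2 uM) preincubated 10 min at ambient with compound, then OMFP substrate added at 50 uM; 10 min reaction in 50 mM HEPES pH 7.5, 50 mM NaCl, 5 uM MgCl2, 0.05% BSA, 1 mM DTT. Fluorescence read at Ex 485/Em 525 nm.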
USP2a block = blocks human ubiquitin-specific protease USP2a | O75604 | USP2 core, Ub-CHOP2 coupled fluorogenic reporter, 485/531 | Potency, µM (top dose mostly 38.3 µM), without a hit: top-dose activity change, negative = inhibition, hits mostly inhibitors | actives 0.01% (n = 330,000) | AID 463254;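 further: potency means the concentration at half of the fitted maximal effect; plate controls were DMSO wells for no effect and full inhibition by NEM control for full effect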
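Cell-free coupled assay: 10nM USP2 core preincubated 30min RT with compound in Tris-HCl pH 8.0/CaCl2/CHAPS buffer, then 25nM Ub-CHOP2 and 25nM reporter substrate; fluorescence (Ex 485/Em 531) read after 60min RT, normalized to NEM inhibition, concentration-response curves fitted.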
ASM inhibitor = human S-ASM enzyme inhibition | placental ASM, HMU-PC fluorogenic substrate, 60 min | Potency, µM (doses to about 57.5 µM), inactives show at the top dose activity change, negative = inhibition, actives largely listed as inhibitors | actives 0.006% (n = 340,000) | AID 504937; further: potency means the concentration at half of the fitted maximal effect
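Fluorescence read-out (Ex 386 nm, Em 447 nm) after stopping the reaction at pH 10. Enzyme: ASM from human placenta; substrate HMU-PC0, 9 uM final; 60 min, 37 °C. Compound preincubation 10 min, ambient temperature.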
ELG1 genotox = genotoxicity induction in ELG1-luciferase HEK293T cells. HEK293T ELG1-luciferase reporter, luminescence, 16 h. Potency, µM (titrated, usually from 46 µM), for inactives: top-dose activity change, positive = activation, actives largely listed as activators. actives 1.3% (n = 330,000); further: potency means the concentration at half of the fitted maximal effect; % of control where 0% means no effect; nearly all actives have a fitted effect of over 60% in size
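Quantitative HTS format in 1536-well plates. HEK293T ELG1-luciferase reporter cells receive test compound and are incubated 16 hr at 37 °C, 5% CO2; ONE-Glo added, 30 min room temperature, then luminescence read.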
BRCA1 expr up = increases BRCA1 expression | MCF7-BRCA1-FFLuc reporter, luminescence, 48 h; response scale: scaled: vehicle 0%, 10 µM genistein 100% | Potency, µM (highest dose often 46.1 µM), for the others: top-dose activation, most hits filed as activators | actives 1.1% (n = 380,000) | AID 624202; further: potency means the concentration at half of the fitted maximal effect; nearly all actives have a fitted effect of over 80% in size; some results filed as inactive show a strong effect at the top dose
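Luminescence from a BRCA1-driven firefly luciferase in MCF7 cells was the read-out, taken 15 min after substrate addition following 48 h compound exposure at 37 °C. Data were normalized to a 10 microM genistein control and DMSO vehicle.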
TSG101-PTAP inh = blocks PTAP/TSG101 interaction to inhibit HIV-1 budding | Q99816 | Fluorescence polarization, FITC-PTAP peptide / Tsg101 binding | AID 493005 | Potency, µM (doses to about 115 µM), for inactives: at the highest dose activity change, negative = inhibition, most hits filed as inhibitors | 340,000 tested, under 10 active; active means well fitted inhibition curve with a large enough effect in the main read-out, with a control signal flat, not every such curve was filed as active; inconclusive means small, poorly fitted or top-dose-only effect, or effect the other way, or a change in a side signal; inactive means no such curve, though single readings can be large or run the other way; further: potency means the concentration at half of the fitted maximal effect; % of control where 0% means no effect
Target sequence (Q99816 whole entry, looked up): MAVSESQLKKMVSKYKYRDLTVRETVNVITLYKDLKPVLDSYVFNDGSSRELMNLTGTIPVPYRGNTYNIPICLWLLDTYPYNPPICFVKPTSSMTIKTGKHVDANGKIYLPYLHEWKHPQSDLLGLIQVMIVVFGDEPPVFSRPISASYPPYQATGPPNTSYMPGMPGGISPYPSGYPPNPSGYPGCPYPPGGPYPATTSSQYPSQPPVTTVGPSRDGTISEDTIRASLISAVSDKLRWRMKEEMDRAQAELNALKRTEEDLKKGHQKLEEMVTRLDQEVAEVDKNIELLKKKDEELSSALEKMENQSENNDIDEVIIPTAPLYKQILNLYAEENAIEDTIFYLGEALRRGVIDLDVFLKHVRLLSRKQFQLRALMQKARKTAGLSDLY
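Tsg101 binding domain (10 uM final) was mixed with compound and a FITC-labeled PTAP peptide (50 nM final) in HEPES pH 7.5 buffer with NaCl, Tween 20, EDTA and TCEP; fluorescence polarization was read after 20 min at r.t.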
uPA surface inh = cell surface uPA generation inhibition; cell surface uPA generation assay, qHTS; Potency, µM (top dose mostly 38.3 µM), inactives show top-dose activity change, negative = inhibition, usual class: inhibitors; actives 0.31% (n = 330,000); AID 540303; active means well fitted inhibition curve with a large enough effect; inconclusive means small, poorly fitted or top-dose-only effect; inactive means no such curve, though single readings can be large or run the other way; tested in mouse RAW 264.7 cells; further: potency means the concentration at half of the fitted maximal effect; on the % scale 0 is the no-effect control and ±100 the full control effect; nearly all actives have a fitted effect of over 55% in size
B2AR arrestin = beta2AR (human) beta-arrestin recruitment activity. P07550. beta-arrestin recruitment to beta2AR, cell-based reporter. Potency, µM (doses to about 46.1 µM), without a hit: top-dose activation, usual class: activators. actives 0.02% (n = 330,000);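 further: potency means the concentration at half of the fitted maximal effect; 0% = DMSO controls and full agonism = EC100 isoproterenol or metaproterenol; nearly all actives have a fitted effect of over 65% in size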
Target sequence (P07550 whole entry, looked up): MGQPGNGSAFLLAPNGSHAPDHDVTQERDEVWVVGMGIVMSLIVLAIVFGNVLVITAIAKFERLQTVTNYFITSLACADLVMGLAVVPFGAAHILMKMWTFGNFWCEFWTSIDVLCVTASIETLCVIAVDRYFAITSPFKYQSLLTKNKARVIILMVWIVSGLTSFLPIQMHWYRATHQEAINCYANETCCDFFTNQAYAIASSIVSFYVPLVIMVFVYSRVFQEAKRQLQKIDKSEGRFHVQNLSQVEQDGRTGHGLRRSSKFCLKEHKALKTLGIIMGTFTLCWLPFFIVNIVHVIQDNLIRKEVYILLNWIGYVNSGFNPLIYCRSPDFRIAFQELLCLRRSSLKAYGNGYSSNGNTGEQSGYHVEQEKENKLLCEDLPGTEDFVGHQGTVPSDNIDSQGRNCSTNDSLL
a7 integrin act = activates integrin-mediated alleviation for muscular dystrophy; alpha7betagal myoblasts, beta-gal FDG fluorescence, 48 h; Potency, µM (titrated, usually from 38.3 µM), inactives show at the highest dose activation, most hits filed as activators; actives 0.064% (n = 350,000);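 further: potency means the concentration at half of the fitted maximal effect; 100% = response of the positive control SU9516; nearly all actives have a fitted effect of over 60% in size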
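Alpha7betagal+/- myoblasts (passage 13) were plated 16-24 hr, then exposed to compounds (1:260 dilution of DMSO stock) for 48 hours at 37C. After MPER lysis, β-galactosidase reporter activity was read as FDG fluorescence (ex 480/em 540) after 30 minutes.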
TRPV1 ag = human TRPV1 agonism. actives 0.19% (n = 320,000). activation, % at 8.33 µM. TRPV1-expressing cells, Fluo-8 calcium influx, agonist mode. Q8NER1; in the data active means activation above about 80%; inconclusive means between about 30% and that limit; further: 0% is about no effect
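Fluo-8 calcium influx in TRPV1-expressing cells, kinetic read (ex 480/em 520 nm). Compound added and read 3 min for agonist activity, followed by capsaicin at EC20 final and 2 min further read for enhancement.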
p53 reactivation = restores transcriptional activity of mutant p53; H1299 p53-A138V BP100-luciferase reporter, luminescence, 24 h; Potency, µM (doses to about 92.2 µM), without a hit: at the highest dose activity change, positive = activation, actives largely listed as activators; actives 0.063% (n = 320,000); AID 504706; further: potency means the concentration at half of the fitted maximal effect; % of control where 0% means no effect; nearly all actives have a fitted effect of over 45% in size
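p53-null H1299 cells stably carrying temperature-sensitive p53-A138V and a BP100-luciferase reporter were pinned with compounds (4-point, 1:5 series) and held 24 hrs at 37 deg C. Luminescence was read 10 min after detection reagent.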
Numbers without * were called inactive. Unless noted, the call rests on the fitted dose curve; in most records, active means well fitted curve in the direction sought with a large enough effect; inconclusive means small, poorly fitted or top-dose-only effect, or another doubt; inactive means no such curve, though single readings can be large; an effect the other way counts as inactive or inconclusive.

Screening O=S(=O)(NC(=NC1CCCCC1)c1ccccc1F)c1ccccc1 returned Eya2 inh -6%, USP2a block -3%, ASM inhibitor -2%, ELG1 genotox -2%, BRCA1 expr up -6%, TSG101-PTAP inh -1%, uPA surface inh 1%, B2AR arrestin 0.1%, a7 integrin act 10µM*, TRPV1 ag 0 and p53 reactivation 2%.
For COc1cc(Cl)c(C)cc1NC(=O)Cc1cccs1 the results were Eya2 inh 5%, USP2a block -2%, ASM inhibitor -2%, ELG1 genotox -2%, BRCA1 expr up -22%, TSG101-PTAP inh 0%, uPA surface inh 5%, B2AR arrestin -0.3%, a7 integrin act 4%, TRPV1 ag 17 and p53 reactivation 2%.
For COc1cc2c(cc1OC)CN(C(=O)c1ccc(S(=O)(=O)N(C)c3ccccc3)cc1)CC2 the results were Eya2 inh -7%, USP2a block 6%, ASM inhibitor -3%, ELG1 genotox -11%, BRCA1 expr up -7%, TSG101-PTAP inh -7%, uPA surface inh -3%, B2AR arrestin 0.3%, a7 integrin act -11%, TRPV1 ag 22 and p53 reactivation -1%.
Cc1cccc(C)c1OCC(=O)NNC(=O)CCNC(=O)c1ccco1 was read as Eya2 inh 17%, USP2a block 0%, ASM inhibitor 5%, ELG1 genotox -3%, BRCA1 expr up -7%, TSG101-PTAP inh 0%, uPA surface inh 0%, B2AR arrestin -1.9%, a7 integrin act 0%, TRPV1 ag -2 and p53 reactivation 0%.
Screening COc1cccc(NC(=O)C(Sc2nnc(Nc3ccccc3C)s2)c2ccccc2)c1 (centres undefined) returned Eya2 inh 6%, USP2a block -3%, ASM inhibitor -13%, ELG1 genotox -10%, BRCA1 expr up -66%, TSG101-PTAP inh 1%, uPA surface inh -9%, B2AR arrestin 0.3%, a7 integrin act -38%, TRPV1 ag 16 and p53 reactivation 8%.
COC(=O)c1ccccc1S(=O)c1snnc1C (centres undefined) was read as Eya2 inh -7%, USP2a block 0%, ASM inhibitor -1%, ELG1 genotox 2%, BRCA1 expr up -12%, TSG101-PTAP inh -3%, uPA surface inh -3%, B2AR arrestin -0.2%, a7 integrin act -11%, TRPV1 ag 1 and p53 reactivation -1%.
For CCNS(=O)(=O)c1ccc(NC(=O)c2ccccc2OCC)cc1 the results were Eya2 inh -2%, USP2a block 3%, ASM inhibitor 1%, ELG1 genotox 5%, BRCA1 expr up -26%, TSG101-PTAP inh -3%, uPA surface inh -5%, B2AR arrestin 0.1%, a7 integrin act 17%, TRPV1 ag 6 and p53 reactivation -3%.
Screening Cn1c(=O)n(Cc2ccccc2F)c(=O)c2c1nc1n2CCCN1CCc1ccccc1 returned Eya2 inh -9%, USP2a block 3%, ASM inhibitor 0%, ELG1 genotox -2%, BRCA1 expr up -26%, TSG101-PTAP inh -1%, uPA surface inh -5%, B2AR arrestin -0.3%, a7 integrin act -11%, TRPV1 ag 18 and p53 reactivation -7%.
`COc1ccc(NC(=O)C2CCN(C(=O)c3cccs3)CC2)c(OC)c1` gave Eya2 inh inconclusive, USP2a block -1%, ASM inhibitor 2%, ELG1 genotox 3%, BRCA1 expr up 23%, TSG101-PTAP inh 1%, uPA surface inh 3%, B2AR arrestin -0.7%, a7 integrin act -44%, TRPV1 ag -2 and p53 reactivation 6%.
Cc1ccc(CC(=O)NCCN2CCOCC2)cc1 was read as Eya2 inh 1%, USP2a block 3%, ASM inhibitor 4%, ELG1 genotox 13%, BRCA1 expr up 17%, TSG101-PTAP inh -9%, uPA surface inh 5%, B2AR arrestin -0.4%, a7 integrin act 27%, TRPV1 ag 1 and p53 reactivation 2%.
For CC(OC(=O)C1CCN(S(=O)(=O)c2ccc(Cl)cc2)CC1)C(=O)NC1CCCCC1C (centres undefined) the results were Eya2 inh -1%, USP2a block 2%, ASM inhibitor 3%, ELG1 genotox -8%, BRCA1 expr up -9%, TSG101-PTAP inh 0%, uPA surface inh -2%, B2AR arrestin -0.6%, a7 integrin act -8%, TRPV1 ag -3 and p53 reactivation -3%.
`CCOC(=O)N1CCN(C(=O)CN(Cc2ccc(Cl)cc2)S(=O)(=O)c2ccc(C)cc2)CC1` gave Eya2 inh -19%, USP2a block 2%, ASM inhibitor -2%, ELG1 genotox -8%, BRCA1 expr up -43%, TSG101-PTAP inh -7%, B2AR arrestin -0.2%, a7 integrin act -11%, TRPV1 ag 18 and p53 reactivation 14%.

Two records drawn at random from the list so far, as already listed:
Screening COc1cccc(NC(=O)C(Sc2nnc(Nc3ccccc3C)s2)c2ccccc2)c1 (centres undefined) returned Eya2 inh 6%, USP2a block -3%, ASM inhibitor -13%, ELG1 genotox -10%, BRCA1 expr up -66%, TSG101-PTAP inh 1%, uPA surface inh -9%, B2AR arrestin 0.3%, a7 integrin act -38%, TRPV1 ag 16 and p53 reactivation 8%.
`CCOC(=O)N1CCN(C(=O)CN(Cc2ccc(Cl)cc2)S(=O)(=O)c2ccc(C)cc2)CC1` gave Eya2 inh -19%, USP2a block 2%, ASM inhibitor -2%, ELG1 genotox -8%, BRCA1 expr up -43%, TSG101-PTAP inh -7%, B2AR arrestin -0.2%, a7 integrin act -11%, TRPV1 ag 18 and p53 reactivation 14%.

New compounds follow.
For CC(=O)Nc1ccc(NC(=O)CNC(=O)COc2ccccc2)cc1 the results were Eya2 inh 6%, USP2a block 0%, ASM inhibitor -1%, ELG1 genotox 1%, BRCA1 expr up -6%, TSG101-PTAP inh -1%, uPA surface inh 10%, B2AR arrestin 0.3%, a7 integrin act -17%, TRPV1 ag -2 and p53 reactivation -1%.
COc1cc(C)c(CNc2cc(C)cc(C)c2)cc1C was read as Eya2 inh -3%, USP2a block 3%, ASM inhibitor -5%, ELG1 genotox -1%, BRCA1 expr up -2%, TSG101-PTAP inh -6%, uPA surface inh -4%, B2AR arrestin -0.1%, a7 integrin act 1%, TRPV1 ag -2 and p53 reactivation 1%.
For CCN(CC)C(=O)c1ccc(-c2nnc(Nc3cccc(O)c3)c3ccccc23)cc1 the results were Eya2 inh 11%, USP2a block -1%, ASM inhibitor 2%, ELG1 genotox -15%, BRCA1 expr up -30%, TSG101-PTAP inh -2%, uPA surface inh 1%, B2AR arrestin -0.1%, a7 integrin act -24%, TRPV1 ag -4 and p53 reactivation 3%.
For CCC(C)(C)n1nnnc1C(c1cc2cc(C)ccc2[nH]c1=O)N1CCCc2ccccc21 (centres undefined) the results were Eya2 inh 5%, USP2a block -4%, ASM inhibitor 0%, ELG1 genotox 1%, BRCA1 expr up -26%, TSG101-PTAP inh 0%, uPA surface inh 8%, B2AR arrestin 0.0%, a7 integrin act -1%, TRPV1 ag 3 and p53 reactivation -1%.
COc1cc(CC(=O)Nc2sc3c(c2C(N)=O)CCCC3)cc(OC)c1OC was read as Eya2 inh -5%, USP2a block -1%, ASM inhibitor -9%, ELG1 genotox 4%, BRCA1 expr up -24%, TSG101-PTAP inh 0%, uPA surface inh 1%, B2AR arrestin 0.4%, a7 integrin act -32%, TRPV1 ag 1 and p53 reactivation -2%.
For CCOc1cc(CNc2ncn[nH]2)ccc1OCC(=O)NC(C)(C)C the results were Eya2 inh 13%, USP2a block -1%, ASM inhibitor 3%, ELG1 genotox 3%, BRCA1 expr up 15%, TSG101-PTAP inh 2%, uPA surface inh 9%, B2AR arrestin -0.3%, a7 integrin act 12%, TRPV1 ag 2 and p53 reactivation -3%.
O=C(NCc1ccccc1C(F)(F)F)C1CC(c2ccc(C(F)(F)F)cc2)=NO1 (centres undefined) was read as Eya2 inh -15%, USP2a block 4%, ASM inhibitor -9%, ELG1 genotox -1%, BRCA1 expr up -19%, TSG101-PTAP inh -2%, uPA surface inh 11%, B2AR arrestin -0.4%, a7 integrin act -9%, TRPV1 ag 10 and p53 reactivation 0%.
`Cc1cc(C)c(S(=O)(=O)NCCCN2CCOCC2)cc1Br` gave Eya2 inh -15%, USP2a block -4%, ASM inhibitor 0%, ELG1 genotox -1%, BRCA1 expr up -7%, TSG101-PTAP inh -3%, uPA surface inh -10%, B2AR arrestin 0.0%, a7 integrin act 3%, TRPV1 ag 13 and p53 reactivation -14%.
For CCCn1nnnc1SCC(=O)NNC(=O)C1CCCCC1 the results were Eya2 inh 2%, USP2a block 0%, ELG1 genotox 3%, B2AR arrestin -0.4% and p53 reactivation 7%.
For CCOCC(=O)Nc1ccc(F)c(F)c1 the results were ASM inhibitor 8%, BRCA1 expr up 9%, TSG101-PTAP inh -2%, uPA surface inh 1%, a7 integrin act -14% and TRPV1 ag 3.

Random draw from the library, and some 2.6% of all compounds hit somewhere here.
